Source: PubChem (several laboratories)
NR2E3 ag-1 – inhibitors of NR2E3-RetCOR corepressor binding, primary screen, NR2E3 agonist project, biochemical, TR-FRET, GST-NR2E3, biotin-RetCOR; Photoreceptor-specific nuclear receptor (Homo sapiens), Q9Y5X4; 1536-well; inhibition of corepressor binding, % at 4.78 µM; hit rate 0.12% among 320,000; AID 2300, 2010;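 active means percent inhibition above the cutoff of mean plus 3 SD of all tested compounds, set per screening campaign, cut at about 20% in these data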;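 further: 0% = DMSO wells and 100% = biotin wells as full block of FRET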
Target sequence (Q9Y5X4 whole entry, looked up): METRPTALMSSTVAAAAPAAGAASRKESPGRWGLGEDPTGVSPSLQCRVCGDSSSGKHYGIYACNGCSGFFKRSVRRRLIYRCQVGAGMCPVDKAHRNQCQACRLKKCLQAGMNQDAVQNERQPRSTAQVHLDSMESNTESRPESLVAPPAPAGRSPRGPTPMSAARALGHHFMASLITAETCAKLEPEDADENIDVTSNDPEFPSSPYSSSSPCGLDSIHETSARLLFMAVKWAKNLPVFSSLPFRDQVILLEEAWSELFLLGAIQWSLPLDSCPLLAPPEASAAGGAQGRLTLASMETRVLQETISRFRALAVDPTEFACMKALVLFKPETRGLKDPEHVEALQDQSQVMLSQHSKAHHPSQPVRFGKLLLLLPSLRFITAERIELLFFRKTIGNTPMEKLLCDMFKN
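Material: NR2E3–RetCOR corepressor complex / Amount: 1.35 nM GST-NR2E3 / Medium: Tris pH 7.5 / Compound: single nominal compound dose of 4.8 µM / Incubation: 5 h at 4 °C / Technique: TR-FRET, Eu(K)-anti-GST donor, streptavidin-D2 acceptor, ex 340, em 617/671 nm / Read-out basis: percent loss of FRET ratio relative to control wells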
NR2E3 ag-2 – NR2E3 agonists in two-hybrid cells, primary screen, cell-based, luminescence, CHO-S, Gal4-NCOR/VP16-NR2E3; Photoreceptor-specific nuclear receptor (Homo sapiens), Q9Y5X4; luciferase; inhibition of corepressor binding, % at 3.98 µM; hit rate 0.35% among 360,000; AID 602229, 2012;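 active means inhibition above the mean of all tested compounds plus 3 SD, cut at about 70% in these data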;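 further: 0% = DMSO with NR2E3 transfected cells and 100% = cells lacking NR2E3 construct; higher means lower luciferase signal from less NR2E3 corepressor binding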
Shn3 inh set2 – reduction of Shn3 3'UTR firefly luciferase signal, primary screen, Schnurri-3 inhibitor project, cell-based, Clone20 osteoblasts, set 2; inhibition, % at 12.5 µM; Clone20 osteoblast Shn3 3'UTR firefly luciferase, 24 h; hit rate 0.52% among 360,000;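 active means mean inhibition of at least 75% with every replicate also reaching 75%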;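 further: 0% = median of neutral control wells and 100% = pilot-screen positive control compound; some compounds past the cut are filed as inactive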
KKLEB tox – cytotoxicity in KKLEB CF airway cells, primary screen, cytotoxicity control for CF NF-kB inhibitor project, cell-based, uHTS, fluorescence assay plates | hit rate 0.36% among 360,000 | AID 602141, 2011 | activity change (cytotoxicity), % at 5 µM | KKLEB CF airway cells viability, ATPlite luminescence, overnight; stronger effect = lower value; cells stimulated with P. aeruginosa culture filtrate;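 active means corrected activity change at or below -50% at 5 µM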
TRPM1 prom inh – inhibitors of MITF-dependent TRPM1 promoter reporter, primary screen, cell-based, SK-MEL-5, single point, luciferase; SK-MEL-5 TRPM1 promoter luciferase, 24 h; inhibition, % at 12.5 µM; hit rate 0.83% among 330,000; AID 488899, 2010;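 active means mean inhibition across replicates of 60% or more, whatever share of single replicates reaches that level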; further: values of inactives mirror those of a sister screen read the other way
CF NFkB inh – inhibitors of PAF-induced NF-kB signaling, primary screen, cell-based, GFP fluorescence, uHTS | KKLEB NF-kB-GFP reporter, GFP fluorescence overnight | inhibition, % at 5 µM | hit rate 0.86% among 360,000 | AID 588850, 2011;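 active means at least 50% inhibition at 5 µM, scaled per plate between neutral and stimulator controls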;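 further: PAF is a Pseudomonas aeruginosa culture filtrate used as stimulus; plate controls were PAF-stimulated DMSO wells for no effect and unstimulated DMSO wells for full effect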
C8 TRAIL sens – viability loss with TRAIL in NB7+C8 cells, primary screen, TRAIL sensitizer project, cell-based, ATPlite luminescence. inhibition (viability loss, TRAIL sensitization), % at 10 µM. hit rate 1% among 360,000;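 active means compounds causing at least 50% loss of cell viability in the single-dose screen, relative to plate controls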
TROY signal inh – inhibitors of TROY-driven NF-kB signaling, primary screen, Q293 LMP1-TROYcd cells, NF-kB luciferase, uHTS; Q293 LMP1-TROYcd NF-kB luciferase reporter, 4 h; hit rate 0.98% among 360,000; inhibition, % at 10 µM;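 active means compounds whose plate-normalised and pattern-corrected inhibition of the luciferase reporter signal at the single screening dose is 50% or more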
TWEAK-Fn14 inh – inhibitors of TWEAK-Fn14 signaling, primary screen, luciferase reporter cells, uHTS; inhibition, % at 10 µM; TWEAK-stimulated Fn14 reporter cells, luciferase luminescence, 8 h; hit rate 2% among 360,000; in the data active means inhibition above about 50%
Peg3 promoter – Peg3 promoter-driven luciferase inhibitors, primary screen, cell-based, HeLa, luciferase luminescence. HeLa PEG-Prom luciferase reporter, overnight. inhibition, % at 20 µM. hit rate 1.7% among 360,000;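 active means inhibition of at least 50% at 20 µM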
HIF-2a inh – HIF-2a reporter inhibitors, primary screen, luminescence, 786-0 RCC cells. hit rate 0.72% among 360,000. AID 624352, 2012. 786-0 RCC cells HIF-2a reporter, luciferase luminescence, overnight. inhibition, % at 18.8 µM;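 active means inhibition of the luminescence signal of 40% or more relative to plate controls, in a single-dose primary screen at 18.75 µM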
* marks the source's active call; other numbers are inactive results; x = not tested or not shown. Some of the compounds tested. The share of hits here may be higher or lower than overall.

SMILES	NR2E3 ag-1	NR2E3 ag-2	Shn3 inh set2	KKLEB tox	TRPM1 prom inh	CF NFkB inh	C8 TRAIL sens	TROY signal inh	TWEAK-Fn14 inh	Peg3 promoter	HIF-2a inh
CCCCNC(=O)C1(C)CCCCN1C(=O)c1cc(C)n(C(C)(C)C)n1 (configuration not stated)	x	-31	-18	1	x	10	-7	-6	14	7	-1
O=C(Nc1cccc(CNCCc2c[nH]c3ccccc23)c1)c1ccccc1Cl	-1	5	9	-8	6	-8	1	-12	-4	28	-12
Cc1cc(C)n(-c2ccc(C(=O)OC(C)C(=O)Nc3ccc(C(N)=O)cc3)cc2)n1 (configuration not stated)	x	-3	21	-11	-2	25	-8	1	11	-10	-3
CN1CCN(C(=O)N2c3ccccc3CCc3ccccc32)CC1	6	0	-49	-1	2	11	-3	-1	-29	4	0
COc1ccccc1OCCOCCOc1ccc(C)cc1Br	1	-23	-25	7	-15	-1	-4	-36	-10	8	-19
COCCCNC(=O)CN(c1ccc(Cl)c(Cl)c1)S(C)(=O)=O	0	12	-64	6	12	-6	-30	-3	13	20	11
Cc1cc(Br)ccc1SCC(=O)OCC(=O)NCc1ccco1	2	11	-10	10	-8	8	-18	3	29	5	12
CCOc1ccc(NC(=O)CCN2CCN(S(=O)(=O)c3ccc(Cl)cc3)CC2)cc1	0	-8	22	-11	7	-12	2	0	8	16	0
O=C(COC(=O)Cc1ccc(S(=O)(=O)N2CCOCC2)s1)NCc1ccc(Cl)cc1	1	27	20	-8	0	10	4	-5	-19	23	12
COc1ccc(N2C(=O)CC(N3CCCCC3)C2=O)cc1 (configuration not stated)	0	-12	0	-2	5	8	0	8	0	-4	14
Cc1nn(-c2ccccc2)c(C)c1/C=N/N1CCN(c2ccccn2)CC1	5	0	1	13	14	0	1	-1	13	5	-5
N#Cc1ccc(C(=O)Nc2cc(-c3ccccc3)nn2-c2ccccc2)cc1	2	-4	-4	16	2	-7	-4	-19	-41	-3	-38
COCCN1C(=O)c2ccc(C(=O)Nc3cccnc3)cc2C1=O	2	11	-8	6	6	-21	-3	-8	-1	17	-2
Cc1ccc(NC(=S)NNC(=O)Cn2nc(C(F)F)cc2C(F)F)cc1	-1	-14	13	0	-5	-5	7	15	7	-3	8
Cc1cccc(NC(=O)/C(C#N)=C/c2cn(CC(=O)NCc3ccco3)c3ccccc23)c1	-1	-20	9	-63*	3	60*	21	33	-14	60*	2
O=C(CCCn1c(=O)[nH]c2cc(Cl)ccc2c1=O)NC1CCCCCC1	-1	0	22	5	9	-6	-17	6	3	10	16
O=c1cc(-c2ccccc2)nc(SCc2ccc(Cl)cc2)[nH]1	0	8	4	-2	2	8	-8	4	-17	15	20
CC(C)S(=O)(=O)c1nsc2nc(=O)c(/C=C3\C=Nc4ccccc43)c(N)n12	1	1	-18	-7	16	6	-10	2	-7	13	14
Cc1nn(CC(=O)N2CCN(C(=O)c3ccco3)CC2)c(C)c1[N+](=O)[O-]	x	-25	19	11	-1	0	-35	1	-7	9	9
O=C(NCCc1ccccc1)c1ccc(S(=O)(=O)N2CCCC2)cc1	-1	-4	-25	10	-13	0	-9	-10	-4	-61	-129
Cc1cc(S(=O)(=O)NCc2ccccc2)ccc1OCC(=O)N1CCOCC1	-1	-12	-1	12	3	-4	0	-10	-4	3	17
CCCCOc1ccc(-c2ncc(Cl)cn2)cc1	4	-12	-57	1	-101	-5	-2	-50	-2	-377	-324
O=C(NC1CCCCC1)C1CCCN1S(=O)(=O)c1cccc2nsnc12 (configuration not stated)	3	-6	-8	-6	4	10	-6	5	9	12	18
COc1ccc(/C=N/n2cnnc2)cc1Br	4	-18	9	-11	x	12	-5	-10	-3	32	17
Cc1cc(=O)n2nc(N3CCCC(C(=O)NCc4ccccc4Cl)C3)sc2n1 (configuration not stated)	1	-11	-20	2	-6	-11	-4	1	-11	-2	-8
CSc1ccc(/C=C(/NC(=O)c2ccc(C)cc2)C(=O)Nc2cccc(F)c2)cc1	-1	3	1	-15	12	8	-12	9	-6	-5	11
O=C1NCCN/C1=C\C(=O)c1cccc(Br)c1	-4	-24	-41	4	-66	-20	-2	-11	-11	-114	-180
Cc1cccc(Cc2cnc(N3C(=N)SC(C)C3=O)s2)c1 (configuration not stated)	0	103*	-7	7	9	0	11	67*	-27	14	-11
Cc1ccc(S(=O)(=O)N=S(CC2CC2(Cl)Cl)CC2CC2(Cl)Cl)cc1 (configuration not stated)	2	3	2	6	2	2	0	-12	24	32	8
CCN1CCN(S(=O)(=O)c2ccc(Cl)c(C(=O)NC(C)(C)C)c2)CC1	5	-10	-21	5	7	2	-7	12	-4	22	14
NS(=O)(=O)c1ccc(NS(=O)(=O)c2cccs2)cc1	4	-10	-15	-3	-6	-2	-16	-10	0	19	3
COc1cc2c(cc1OC)C(c1cccs1)N(C(=O)c1cccnc1)CC2 (configuration not stated)	0	-25	23	-17	27	7	-18	11	3	25	11
O=C(O)CC1S/C(=N\N=C2CCCCCC2)N(c2ccccc2)C1=O (configuration not stated)	1	-15	5	12	-1	2	-5	-12	-11	9	13
O=C(c1ccc(Cn2cc(Br)cn2)cc1)N1CCN(c2ccccc2)CC1	-1	-7	5	-3	6	3	3	-11	2	5	-25
N#CCCCSc1nnc(-c2ccccn2)o1	1	-18	-5	0	-24	-3	7	-19	-11	-48	-91
Cc1ccc2[nH]c3c(c2c1)CN(C(=O)CN1CC(C)OC(C)C1)CC3 (configuration not stated)	2	-8	-17	-8	10	-3	-6	-18	5	5	8
COc1cc(Cl)c(C)cc1NC(=O)CSc1sc2c(O)cc(=O)[nH]c2c1C#N	2	-2	7	2	5	-16	3	-16	10	19	17
Brc1ccc(C2CC(c3ccccc3)=Nc3ccccc3N2)cc1 (configuration not stated)	6	-131	-112	7	-74	-29	24	-71	-4	-205	-235
CCCCN1C(=O)C(=O)N(c2ccccc2)C1=S	0	-140	-47	-1	-115	0	3	-49	-1	-286	-238
CC(O)CNCc1ccc(-c2ccccc2)cc1 (configuration not stated)	-3	14	-4	-3	-12	7	-11	-12	-19	-11	-24

Taken from the entries so far (eleven entries):
SMILES	NR2E3 ag-1	NR2E3 ag-2	Shn3 inh set2	KKLEB tox	TRPM1 prom inh	CF NFkB inh	C8 TRAIL sens	TROY signal inh	TWEAK-Fn14 inh	Peg3 promoter	HIF-2a inh
CCN1CCN(S(=O)(=O)c2ccc(Cl)c(C(=O)NC(C)(C)C)c2)CC1	5	-10	-21	5	7	2	-7	12	-4	22	14
NS(=O)(=O)c1ccc(NS(=O)(=O)c2cccs2)cc1	4	-10	-15	-3	-6	-2	-16	-10	0	19	3
COc1cc2c(cc1OC)C(c1cccs1)N(C(=O)c1cccnc1)CC2 (configuration not stated)	0	-25	23	-17	27	7	-18	11	3	25	11
O=C(O)CC1S/C(=N\N=C2CCCCCC2)N(c2ccccc2)C1=O (configuration not stated)	1	-15	5	12	-1	2	-5	-12	-11	9	13
O=C(c1ccc(Cn2cc(Br)cn2)cc1)N1CCN(c2ccccc2)CC1	-1	-7	5	-3	6	3	3	-11	2	5	-25
N#CCCCSc1nnc(-c2ccccn2)o1	1	-18	-5	0	-24	-3	7	-19	-11	-48	-91
Cc1ccc2[nH]c3c(c2c1)CN(C(=O)CN1CC(C)OC(C)C1)CC3 (configuration not stated)	2	-8	-17	-8	10	-3	-6	-18	5	5	8
COc1cc(Cl)c(C)cc1NC(=O)CSc1sc2c(O)cc(=O)[nH]c2c1C#N	2	-2	7	2	5	-16	3	-16	10	19	17
Brc1ccc(C2CC(c3ccccc3)=Nc3ccccc3N2)cc1 (configuration not stated)	6	-131	-112	7	-74	-29	24	-71	-4	-205	-235
CCCCN1C(=O)C(=O)N(c2ccccc2)C1=S	0	-140	-47	-1	-115	0	3	-49	-1	-286	-238
CC(O)CNCc1ccc(-c2ccccc2)cc1 (configuration not stated)	-3	14	-4	-3	-12	7	-11	-12	-19	-11	-24

The results go on.
SMILES	NR2E3 ag-1	NR2E3 ag-2	Shn3 inh set2	KKLEB tox	TRPM1 prom inh	CF NFkB inh	C8 TRAIL sens	TROY signal inh	TWEAK-Fn14 inh	Peg3 promoter	HIF-2a inh
COc1ccc(CN(C(=O)c2ccc(CN3CCOCC3)o2)C(C(=O)NCC2CCCO2)c2ccc(F)cc2)cc1 (configuration not stated)	0	-3	7	2	-7	6	3	1	-7	3	17
CCOC(=O)C1CCN(S(=O)(=O)c2cccc(-c3cn4cc(Cl)ccc4n3)c2)CC1	0	-9	10	1	5	-3	16	-6	10	-22	-27
Cc1cccc(NC(=O)c2cc(NC(=O)c3ccccc3)ccc2N2CCCCC2)c1	0	-6	4	6	9	16	3	-4	-16	25	16
COc1ccc(C(=O)OCC(=O)Nc2ncc([N+](=O)[O-])s2)cc1OC	4	-23	86*	4	4	12	-5	10	-6	-35	-29
CSCCC(NC(=O)c1ccccc1Cl)C(=O)NC1CCN(Cc2ccccc2)CC1 (configuration not stated)	-2	16	-3	10	-3	-13	0	5	-2	2	-2
COc1ccccc1NC(=O)Nc1nc(C(N)Cc2ccccc2)cs1 (configuration not stated)	x	8	29	3	x	4	16	-1	-8	60*	-6
COc1cccc(-n2c(=O)[nH]cc(C(=O)Nc3ccc4c(c3)OCCO4)c2=O)c1	1	11	9	4	9	6	-7	13	10	26	12
